IDE act: boosts human insulin-degrading enzyme activity in HEK cells; P14735; AID 493087; activation, % at 5.96 µM; FAbeta-B cleavage, fluorescence polarization; 0% vehicle, 100% cell-free pure enzyme wells; 340,000 tested, 0.073% active;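 active = activation above the mean of all tested compounds plus 3 SD, set per screening campaign, cut at about 17% in these data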
IMP-1 inhibitor: inhibitors of Pseudomonas aeruginosa IMP-1 metallo-beta-lactamase; purified IMP-1, nitrocefin hydrolysis, epi-absorbance fluorescence; inhibition, % at 5.6 µM; 290,000 tested, 0.45% active;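 active = inhibition above the mean plus 3 SD of all compounds in the same screening run, cut at about 4.5% in these data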;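 note: 0% = IMP-1 with DMSO and 100% = DMSO wells lacking enzyme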
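System: purified IMP-1; amount: IMP-1 0.2 nM before substrate addition; compound: single dose, 5.6 µM; times: 25 °C, 15 min preincubation, 25 min reaction; signal: Epi-absorbance via hydrolysed-nitrocefin quenching of white-plate fluorescence, 480/530 nm, EDTA stop; benchmarks: DMSO with and without IMP-1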
GPR7 antag: human neuropeptides B/W receptor 1 antagonism; P48145; GPR7-expressing cells, fluorescence antagonist assay; inhibition, % at 4.4 µM; 290,000 tested, 1.1% active; in the data active = inhibition above about 16%, passing the limit was not always enough;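 note: cells stimulated with the agonist NPW; 0% = agonist with vehicle and 100% = vehicle without agonist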
p-CIP stab down: compounds decreasing mouse p/CIP protein stability; Q05BA5; F442A p/CIP-EGFP cells, EGFP fluorescence, 16 h; decrease of EGFP signal, % at 10 µM; 290,000 tested, 0.01% active; AID 1984;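 active = EGFP signal decrease of at least 30% at 10 µM or well 3 SD below plate mean, unless failing retest; inactive = the rest, including hits failing retest or dose response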; note: some compounds called inactive have numbers as strong as hits; many of its hits are not listed in these tables
IDE inh: inhibits human insulin-degrading enzyme in HEK cells; P14735; FAbetaB cleavage, fluorescence polarization; inhibition, % at 5.59 µM; 320,000 tested, 0.41% active;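 active = percent inhibition above the average of all tested compounds plus 3 SD, set per screening campaign, cut at about 16% in these data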;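 note: IDE supplied by intact live HEK cells; FP after avidin binding of uncleaved biotin substrate so inhibition keeps polarization high; 0% = DMSO wells and 100% = 60 µM reference IDE inhibitor Ii1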
NALP1 yeast inh: NALP1 inhibition. inhibition, % at 10 µM. 280,000 tested, 0.61% active. S. cerevisiae NALP1/ASC/caspase-1 growth, X-gal OD620, 72 h. AID 2071; in the data active = inhibition mostly above about 24%, no sharp cut-off; inactive = mostly below about 32%; note: some compounds called inactive have numbers as strong as hits
VIM-2 inhibitor: inhibitors of Pseudomonas aeruginosa VIM-2 metallo-beta-lactamase. purified VIM-2, nitrocefin hydrolysis, epi-absorbance fluorescence. inhibition, % at 5.6 µM. 290,000 tested, 0.89% active;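 active = inhibition above the mean of all tested compounds plus 3 SD, cutoff set per screening run, cut at about 7.5% in these data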;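 note: red hydrolysis product quenches plate fluorescence so inhibitors raise well fluorescence; 0% = enzyme with DMSO and 100% = DMSO without enzyme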
PHOSPHO1 inh: inhibitors of human PHOSPHO1 phosphatase; inhibition, % at 13.3 µM; recombinant PHOSPHO1, absorbance phosphatase assay; 290,000 tested, 1.1% active; AID 1565; in the data active = inhibition above about 60%
PfM18AAP inh: PfM18AAP enzyme inhibition. AID 1822. recombinant PfM18AAP, H-Glu-NHMec fluorogenic cleavage. 290,000 tested, 1.2% active. inhibition, % at 7.35 µM;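 active = inhibition above the campaign mean inhibition over all tested compounds plus 3 SD, cut at about 28% in these data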;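 note: 0% = plate median of test compound wells and 100% = 2 mM ZnCl2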
Active calls of the source: *; · = no result given.

SMILES | IDE act | IMP-1 inhibitor | GPR7 antag | p-CIP stab down | IDE inh | NALP1 yeast inh | VIM-2 inhibitor | PHOSPHO1 inh | PfM18AAP inh
Cc1c(Cl)cnn1CC(=O)NC1C(=O)N2C(C(=O)O)=C(CSc3nnnn3C)CSC12 (configuration not stated) | -1 | -1.7 | -6 | 4 | 1 | -10 | -0.9 | -10 | 12
COc1cccc(C2=NOC(C(=O)NC(C)(C)C)C2)c1 (configuration not stated) | 5 | -0.6 | -5 | -1 | 1 | -1 | -1.3 | 26 | -1
CCOC(=O)c1c(C)[nH]c(C)c1C(=O)COC(=O)c1ccc(O)cc1 | 4 | -0.3 | -7 | -9 | 3 | -13 | 1.1 | 28 | -3
Cc1ccc(S(=O)(=O)N/N=C(\c2ccccc2)C2CC2)cc1 | -2 | -2.6 | -22 | -6 | 2 | 9 | -2.4 | 10 | 0
CC(C)(C)c1ccc(S(=O)(=O)NCC(=O)Nc2ccc(-c3nc4ccccc4s3)cc2)cc1 | 3 | -3.4 | -14 | -8 | -5 | 12 | -1.3 | -15 | -7
COc1ccc(-c2nn(-c3ccccc3)cc2C(=O)Nc2nccs2)cc1 | 1 | 3.0 | 12 | 3 | -4 | 17 | 0.3 | 8 | -4
CCn1cc(C(=O)Nc2ccc(OC)c(S(=O)(=O)N3CCCCC3)c2)c(=O)c2ccc(C)nc21 | 0 | -2.8 | -5 | -12 | -2 | 40 | -1.8 | 11 | -2
COc1cccc(C(=O)N/N=C(/c2ccccc2)c2ccccn2)c1 | 4 | -2.6 | 10 | -2 | 5 | -33 | -4.0 | 16 | 5
O=C(Cn1cnc([N+](=O)[O-])c1)Nc1ccccc1C(F)(F)F | -2 | -4.7 | -16 | 10 | 0 | 6 | -1.9 | 3 | -11
CCOc1ccc(N(CC)C(=O)COc2cc(=O)n(C)c3ccccc23)cc1 | 1 | -2.9 | -4 | -1 | 1 | 38 | -0.8 | -10 | 8
O=S(=O)(c1ccccc1)N1CCN(Cc2ccc(Cl)cc2)CC1 | 1 | -2.0 | 8 | -12 | -4 | 18 | -1.0 | 10 | 8
CCOC(=O)C/C(N)=N/N(C)c1ncc(C(F)(F)F)cc1Cl | -5 | -3.4 | -18 | 7 | 0 | -3 | -3.2 | 45 | -3
Cc1ccc(NC(=O)CSc2nc3c(c(=O)[nH]2)CN(Cc2ccc(F)cc2)CC3)cc1C | 3 | -4.5 | -8 | -5 | 0 | 6 | -6.3 | 3 | -10
CC(=O)Nc1ccc(OC(=O)Oc2ccc(NC(C)=O)cc2)cc1 | -1 | -3.2 | -1 | 0 | -4 | 14 | -3.6 | -15 | -3
CC(Oc1ccccc1)c1nnc(SCC(=O)NC2CC2)n1C (configuration not stated) | 6 | -0.7 | 9 | 2 | -1 | 22 | -1.7 | 23 | -10
CCCN1CNC(=S)N(c2ccc(C(=O)OCC)cc2)C1 | 2 | 0.2 | -6 | -3 | 11 | 10 | -0.7 | 7 | 2
CC(C)OC(=O)c1c(NS(=O)(=O)c2ccccc2)sc2c1CCCC2 | 2 | -3.7 | -16 | -13 | 11 | 3 | -1.1 | -42 | 5
CC(C)c1ccc(NC(=O)C2C3C=CC4(O3)C2C(=O)N(CCCN2CCOCC2)C4C(=O)NC2CCCCC2)cc1 (configuration not stated) | 4 | -3.2 | 7 | -18 | 1 | 18 | -1.1 | 23 | -20
CCCN(c1nc(C)cc(OC)n1)S(=O)(=O)c1ccccc1 | 5 | -1.0 | -16 | -6 | -1 | 24 | -1.0 | 28 | -8
CC(C)NC(=O)Cn1nc(C(F)(F)F)c2c1CCC2 | 0 | 3.2 | -4 | -4 | 4 | 15 | 0.8 | -38 | -5
NNc1nc(Nc2ccc([N+](=O)[O-])cc2)nc(N2CCCCCC2)n1 | 0 | -0.1 | -6 | -10 | 0 | 12 | -3.3 | 29 | 16
CCN1CCN(c2ncc3c(n2)CC(c2ccc(OC)c(OC)c2)CC3=O)CC1 (configuration not stated) | 0 | -3.3 | -1 | -4 | 2 | 27 | 0.2 | -11 | 0
Cc1ccc(NC(=O)C(C)Sc2nc(-c3ccccc3)cc(=O)[nH]2)cc1 (configuration not stated) | -2 | -1.2 | 7 | 9 | 0 | 4 | 0.3 | 9 | 2
O=C(COc1ccc(S(=O)(=O)NC2CCCCC2)cc1)NC1CCCCC1 | 1 | -3.3 | 10 | 10 | 0 | 11 | -4.3 | -7 | -2
N/C(=N\OC(=O)c1ccccc1Cl)c1cccc([N+](=O)[O-])c1 | 3 | -0.5 | 1 | -11 | 0 | 8 | -0.6 | 30 | -2
Cc1ccc2c(c1)N(CC(=O)Nc1ccccc1F)C(=O)CO2 | 5 | -0.1 | -7 | -69 | 4 | 0 | -1.6 | · | -16
CC(Nc1ccc(Br)cn1)c1cc(Cl)ccc1O (configuration not stated) | 1 | -3.6 | -5 | 4 | · | 42 | -0.2 | -21 | 3
CCCOc1ccc2c3c(c(=O)oc2c1OCCC)CCCC3 | 2 | -2.4 | -14 | -6 | -2 | 26 | -1.4 | 24 | -5
CCOC(=O)c1cnc2ccc(OCC)cc2c1NCc1ccccc1 | 2 | -0.5 | 5 | -10 | 1 | 18 | 0.4 | -4 | 7
Oc1ccc(N=Nc2ccc3c(c2)OCCO3)c(O)c1 | -2 | -4.8 | -12 | -10 | -1 | · | -4.6 | 34 | 16
COc1ccc(NC(=O)CSCc2ccc(C)cc2)cc1 | 3 | -2.6 | 0 | -1 | 1 | -1 | -1.3 | -31 | -3
CCOc1cc(C(=O)Nc2cc(C)ccc2C)ccc1OCC(=O)N1CCCCC1 | 5 | -5.0 | -6 | -4 | 1 | 32 | -4.1 | -14 | -8
Cc1ccc(-n2c(=O)c3sccc3n(CC(=O)NC3CCCC3)c2=O)cc1 | 3 | -2.1 | -11 | -13 | -1 | -10 | -0.7 | 36 | -5
CCOc1cc(N2CCOCC2)c(OCC)cc1NC(=O)CN1CCC(Cc2ccccc2)CC1 | 4 | -0.4 | -11 | -3 | -2 | 18 | -1.6 | -5 | -8
CCOC(=O)c1ccc(S(=O)(=O)N2CCN(C)CC2)cc1 | 3 | 0.4 | 1 | -2 | 0 | 19 | 2.9 | 22 | 4
Cc1c(NC(=O)COC(=O)CCc2c[nH]c3ccccc23)c(=O)n(-c2ccccc2)n1C | 6 | -2.7 | -5 | -6 | -1 | -8 | -1.8 | 26 | -2
CCCCNCC1CCCO1 (configuration not stated) | 4 | -2.4 | -10 | 2 | · | 9 | -2.1 | 24 | 1
COc1ccc(-c2cc(=O)c3ccccc3s2)cc1 | -4 | 0.7 | 35* | -10 | 11 | 5 | 3.6 | -18 | 7
Cn1c(NC(=O)c2ccc(Cl)cc2)cc(=O)n(C)c1=O | 4 | -2.9 | 0 | 8 | 1 | 14 | -1.3 | -7 | 4
CCc1ccc(-n2nnnc2SCC(=O)NNC(=O)c2ccco2)cc1 | 4 | -2.6 | -6 | -44 | 3 | 16 | -6.0 | 13 | -17
COc1ccccc1N(CC(=O)Nc1ccc2c(c1)OCO2)S(=O)(=O)c1ccccc1 | -1 | -3.4 | -3 | -9 | -5 | -2 | -1.6 | 92* | 3
CCOc1ccc(N2C(=O)CSC2=S)cc1 | -2 | -2.0 | 1 | -4 | 8 | -2 | -0.4 | · | 0
CCc1cccc(OCCOCCN2CCCC2)c1 | -3 | -1.7 | -1 | 2 | 0 | -1 | -2.3 | 40 | -3
Cc1cccc(N=Nc2c(C)nn(-c3ccccc3)c2N)c1C | -5 | -3.0 | -4 | -12 | 5 | 26 | -1.4 | -5 | -13
O=C(NCc1ccccc1)C1CCC(CNS(=O)(=O)c2cccs2)CC1 (configuration not stated) | 4 | -1.4 | -6 | -9 | 2 | 23 | -1.3 | -10 | -6
Cc1nc2c(=O)n(-c3ccc(F)c(Cl)c3)nc(C)c2s1 | · | 0.7 | -18 | -6 | 1 | 20 | -0.2 | 41 | -6
Cc1cc(/C=C(\C#N)c2nnc(N3CCOCC3)n2-c2ccccc2)c(C)n1-c1ccccc1 | · | -1.4 | -8 | -8 | 1 | 30 | -3.3 | -2 | 0
C=CCNC(=S)Nc1cccc2[nH]ncc12 | 10 | -3.7 | 9 | -3 | -3 | 0 | 1.7 | 37 | 14
CN1C(=O)C(CC(N)=O)N(NC(=O)c2ccc(Cl)cc2)C1=S (configuration not stated) | 6 | -1.5 | 4 | -2 | -4 | -7 | -3.2 | -12 | 4
Cc1ccc(NS(=O)(=O)c2c(C)[nH]c(C)c2C(=O)N2CCCCC2)cc1F | -3 | 0.1 | 7 | 3 | 4 | 12 | -2.5 | -15 | -1
N#CCC(=O)Nc1ccc(C(=O)N2CCN(c3ccccn3)CC2)cc1 | 0 | -2.1 | -6 | -11 | 0 | 1 | 0.8 | 24 | 2
CNC(=S)N1CCC(n2cnc3ccccc32)CC1 | 10 | -1.9 | -7 | 7 | 3 | 14 | -3.6 | -21 | -7
O=c1cc(-c2ccccc2Cl)oc2c([N+](=O)[O-])c(O)cc(O)c12 | 3 | -1.8 | -11 | -6 | -6 | 13 | -1.3 | -1 | 4
Cc1nc(NC(=O)CN2CCC(O)(c3ccc(F)cc3)CC2)sc1C | 3 | -3.5 | -4 | -5 | -1 | · | -4.0 | 35 | -2
O=C(Cc1nnc(NC(=O)c2cccc([N+](=O)[O-])c2)s1)NCc1ccccc1 | 4 | -0.8 | -6 | 1 | 2 | 6 | -1.8 | -26 | 5
Cc1nc2c(O)cccc2cc1CO | 4 | -3.5 | -3 | -10 | 5 | 36* | -3.5 | 27 | 0
Cc1ccc(CN2CCN(CC(=O)N/N=C/c3ccccc3F)CC2)cc1 | 3 | -4.0 | -17 | 0 | 4 | 8 | -3.9 | 8 | 1
CC(=O)c1ccc(N2CCN(CN3C(=O)CC4(CCCC4)C3=O)CC2)c(F)c1 | 2 | 0.4 | -10 | -15 | -1 | 8 | 0.8 | 0 | -2
CC(C)(C)NC(=O)C(=O)NNC(=O)c1ccccc1 | 4 | -2.6 | -7 | -4 | 3 | -1 | -2.8 | 44 | 6
COc1ccc(CCC(=O)NCc2cnn(C)c2)cc1 | -4 | -2.5 | -5 | -2 | -1 | -16 | -2.5 | 34 | 1

Remaining list, next part:
SMILES | IDE act | IMP-1 inhibitor | GPR7 antag | p-CIP stab down | IDE inh | NALP1 yeast inh | VIM-2 inhibitor | PHOSPHO1 inh | PfM18AAP inh
Cc1ccc(OCC(=O)N2CCc3ccccc3C2)c([N+](=O)[O-])n1 | 1 | -2.8 | 16 | -6 | -3 | -18 | -3.1 | 17 | -2
O=C(N/N=C1\CC2CC=CC12)c1ccccc1Cl (configuration not stated) | 4 | -1.4 | -2 | 3 | 5 | -8 | -2.1 | 24 | -3
CCCCn1c(N)c(N(CCC(C)C)C(=O)CCCc2nc3ccccc3s2)c(=O)[nH]c1=O | -1 | 0.6 | 11 | 2 | -3 | 24 | 1.5 | 52 | 10
Cc1ccc(-c2cc(C(=O)N/N=C/c3c(C)nn(C)c3C)c3ccccc3n2)cc1C | 0 | -4.8 | -8 | 2 | 2 | -8 | -2.5 | -23 | -6
COCCn1c(-c2ccc(SC)cc2)nc2c1c(=O)[nH]c(=O)n2CC(C)C | -1 | -2.0 | -2 | -10 | 4 | 4 | -4.5 | 15 | 2
Cc1cccc(Oc2ncnc3onc(C)c23)c1C | 1 | -1.0 | -4 | -2 | 7 | -9 | -0.7 | -10 | 0

Screens as filed in PubChem.
